D2 potentiator = positive allosteric modulators of human D2 dopamine receptor. P14416. HEK293 T-REx D2, calcium flux, EC20 dopamine potentiation. potentiation, % at 10 µM. 340,000 compounds, 0.34% hits. AID 485347;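 active = potentiation over 3 SD above the plate norm, cut at about 30% in these data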; note: 0% is about no effect
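Tetracycline-induced HEK293 T-REx cells force-coupled to calcium signalling expressed D2; compounds were pin-added after a 10 s baseline, read kinetically 180 s, then an EC20 dopamine challenge followed with a further 180 s calcium read.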
D1 potentiator = enhances dopamine response at the human D1 receptor | P21728 | HEK293 TREx D1 cells, calcium flux, dopamine EC20 potentiation | potentiation, % at 10 µM | 360,000 compounds, 0.036% hits | AID 504651; in the data active = potentiation above about 30%; note: 0% is about no effect
Target sequence (P21728 whole entry, looked up): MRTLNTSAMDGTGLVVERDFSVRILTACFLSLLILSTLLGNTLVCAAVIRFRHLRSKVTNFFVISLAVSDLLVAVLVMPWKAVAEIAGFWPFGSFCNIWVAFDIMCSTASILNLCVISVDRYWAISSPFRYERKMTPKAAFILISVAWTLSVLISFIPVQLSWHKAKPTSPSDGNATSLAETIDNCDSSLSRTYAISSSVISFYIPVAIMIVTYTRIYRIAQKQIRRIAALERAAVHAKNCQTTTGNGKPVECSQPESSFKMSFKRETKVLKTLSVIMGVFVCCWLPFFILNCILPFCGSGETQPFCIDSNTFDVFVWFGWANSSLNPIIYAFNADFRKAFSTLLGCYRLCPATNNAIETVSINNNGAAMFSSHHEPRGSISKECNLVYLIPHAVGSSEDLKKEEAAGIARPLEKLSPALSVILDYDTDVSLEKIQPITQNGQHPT
D2 antag = antagonizes the human D2 dopamine receptor | P14416 | HEK293 TREx D2 cells, calcium flux, dopamine EC80 | inhibition, % at 10 µM | 340,000 compounds, 2% hits | AID 485344; in the data active = inhibition above about 30%; note: 0% is about no effect
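Calcium mobilization kinetics were recorded at 1 s intervals in tetracycline-induced HEK293 T-REx D2 cells, first for 180 s after compound addition and then 180 s after EC80 dopamine.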
D1 ag = agonists of human D1 dopamine receptor; P21728; HEK293 T-REx D1 cells, calcium flux, agonist mode; activation, % at 2 µM; 360,000 compounds, 1% hits; note: 0% is about no effect
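Agonism was scored from calcium flux recorded over 180 s (1 read/s) after pintool compound addition, following a 10-cycle baseline. Cells were inducible force-coupled HEK293 TREx D1, plated overnight at 30 C and loaded with no-wash calcium dye.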
TRHR ag = agonists of human TRH receptor; AID 493084; P34981; activation, % at 2 µM; 360,000 compounds, 0.18% hits; TRHR cells, calcium flux fluo-8, FDSS agonist mode; note: 0% is about no effect
Target sequence (P34981 whole entry, looked up): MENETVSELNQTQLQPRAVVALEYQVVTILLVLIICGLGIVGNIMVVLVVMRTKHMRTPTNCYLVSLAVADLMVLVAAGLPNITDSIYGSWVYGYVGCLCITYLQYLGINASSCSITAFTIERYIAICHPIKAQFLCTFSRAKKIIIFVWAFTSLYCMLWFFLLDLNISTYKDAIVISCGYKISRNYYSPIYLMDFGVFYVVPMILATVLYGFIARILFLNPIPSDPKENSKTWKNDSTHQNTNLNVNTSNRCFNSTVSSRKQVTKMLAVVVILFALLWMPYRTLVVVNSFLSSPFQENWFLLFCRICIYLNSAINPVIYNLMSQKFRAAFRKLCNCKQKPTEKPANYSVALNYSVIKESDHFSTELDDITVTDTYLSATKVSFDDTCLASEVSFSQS
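Fluo-8-loaded TRHR cells; 10 s baseline, compound added, kinetic Ca2+ fluorescence read 1/s, agonist mode.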
RXFP1 antagonist = antagonists of human relaxin receptor RXFP1 | Q9HBX9 | HEK293-RXFP1, relaxin-stimulated cAMP HTRF, 30 min; hits give low values | activity change, negative = inhibition, % at 57.5 µM | 350,000 compounds, 0.59% hits;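 active = activity change of -60% or lower, but not beyond a set lower limit; inconclusive = change between -60% and -40%, or beyond the set limit; inactive = change above -40%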; note: % is set by controls: 0 for no effect and ±100 for the full control effect
D1 antag = blocks dopamine activation of the human D1 receptor; P21728; activity change, negative = inhibition, % at 10 µM; 360,000 compounds, 3.2% hits; HEK293 TREx D1 cells, calcium flux, dopamine EC80; hits give low values; in the data active = activity change below about -30%; note: % is set by controls: 0 for no effect and ±100 for the full control effect
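Kinetic fluorescence of a calcium dye serves as the read-out. D1-expressing Hek293 Trex cells, induced overnight at 30 C, are exposed to compound for 180 s before an EC80 dopamine addition, then read 180 s further.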
D2 ag = activates the human D2 dopamine receptor. P14416. 340,000 compounds, 0.53% hits. HEK293 T-REx D2 cells, calcium flux agonist mode. activation, % at 2 µM;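 active = activation over 3 SD above normal in the single-dose calcium agonist read, cut at about 30% in these data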; note: 0% is about no effect
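HEK293 Trex D2 cells, tetracycline-induced, o/n 30 C 5% CO2; no-wash Ca dye, RT 30–90 min; 10-cycle baseline, 23 nl cpd added, kinetic Ca read 180 s; agonist hits = positive Ca response.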
TRHR PAM = allosterically enhances the human TRH receptor; P34981; TRHR cells, fluo-8 calcium fluorescence, EC20 TRH enhancement; enhancement, % at 2 µM; 360,000 compounds, 0.66% hits; in the data active = enhancement above about 30%; note: 0% is about no effect
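TRHR-expressing cells loaded with fluo-8 calcium dye were read kinetically (ex 480/em 530) during compound addition, then stimulated with an EC20 of TRH (10 nM final). Enhancement of the Gq-mediated intracellular calcium response was scored.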
The depositor's hits bear a star. Cut-off read from the data, not from the text of the source, unless noted: active = activation above about 30%; inactive = the rest.

For Cc1ccc(-n2[nH]c(C)c(C=Nc3ccc(C)cn3)c2=O)cc1 the results were D2 potentiator 0, D1 potentiator -3, D2 antag 7, D1 ag 0, TRHR ag -0.2, RXFP1 antagonist -14, D1 antag 11, D2 ag -0.3 and TRHR PAM -1.
`O=C(Nc1nnc(-c2ccncc2)o1)c1cccc(N2C(=O)CCC2=O)c1` gave D1 potentiator 1, D1 ag 1, TRHR ag -0.6, RXFP1 antagonist -7, D1 antag 13 and TRHR PAM -5.
Screening OC(COc1ccc2cc(Br)ccc2c1)CN1CCN(c2ccccn2)CC1 (centres undefined) returned D2 potentiator 26, D1 potentiator 16, D2 antag -4, D1 ag -1, TRHR ag -0.1, RXFP1 antagonist -6, D1 antag -6, D2 ag -2.4 and TRHR PAM 19.
Screening Cc1ccc(C(C[N+](=O)[O-])c2c(-c3ccccc3O)[nH][nH]c2=O)cc1 (centres undefined) returned D2 potentiator 6, D1 potentiator 1, D2 antag 12, D1 ag -1, TRHR ag 2.3, RXFP1 antagonist -25, D1 antag -2, D2 ag 2.1 and TRHR PAM -1.
`CCCCCOC(=O)C1=C(C)N(C)C(=O)NC1c1cc(Br)c(O)c(OC)c1` (centres undefined) gave D2 potentiator -1, D1 potentiator 1, D2 antag 0, D1 ag 3, TRHR ag -0.2, RXFP1 antagonist 0, D1 antag 5, D2 ag -0.2 and TRHR PAM 0.
`CCOc1ccc(C(=O)NCC(c2ccco2)N2CCOCC2)cc1` (centres undefined) gave D2 potentiator 7, D1 potentiator -5, D2 antag -5, D1 ag 0, TRHR ag 0.0, RXFP1 antagonist -6, D1 antag 12, D2 ag -0.3 and TRHR PAM -2.
CC(C)(C)c1ccc(-c2nc(C#N)c(NCc3cccnc3)o2)cc1 was read as D2 potentiator 2, D1 potentiator -6, D2 antag 7, D1 ag 0, TRHR ag 0.1, RXFP1 antagonist -13, D1 antag -7, D2 ag -1.5 and TRHR PAM -5.
Cc1ccc(S(=O)(=O)c2nc(S(=O)(=O)CCO)sc2N2CCOCC2)cc1 was read as D2 potentiator 3, D1 potentiator -3, D2 antag 0, D1 ag 2, TRHR ag 0.5, RXFP1 antagonist -35, D1 antag -9, D2 ag 0.2 and TRHR PAM -3.
Screening CC1CCN(S(=O)(=O)c2ccc(NC(=O)C3CCN(C(=O)c4ccco4)CC3)cc2)CC1 returned D2 potentiator -14, D1 potentiator -12, D2 antag 13, D1 ag 8, TRHR ag 0.8, RXFP1 antagonist -11, D1 antag 0, D2 ag 0.5 and TRHR PAM -7.
`COc1ccccc1NC(=S)NCc1ccccn1` gave D2 potentiator -6, D1 potentiator 10, D2 antag -4, D1 ag 3, TRHR ag -0.5, RXFP1 antagonist inconclusive, D1 antag -5, D2 ag 0.2 and TRHR PAM 0.
`NC(=S)Nc1ccc2c(c1)OCO2` gave D2 potentiator 0, D1 potentiator -3, D2 antag 2, D1 ag 1, TRHR ag 0.9, RXFP1 antagonist -1, D1 antag -1, D2 ag 0.0 and TRHR PAM -1.
Screening N#CC1=C(N2CCOCC2)/C(=C\c2ccccc2)CC1 returned D2 potentiator 8, D1 potentiator 2, D2 antag 4, D1 ag 1, TRHR ag -0.7, RXFP1 antagonist 7, D1 antag -1, D2 ag -1.5 and TRHR PAM -1.
Screening CCOC(=O)c1cnn(-c2cc(C)nc3c(-c4ccccc4)cnn23)c1N returned D1 potentiator -2, D1 ag 9, TRHR ag -1.0, RXFP1 antagonist -3, D1 antag -7 and TRHR PAM 10.
Screening CCOC(=O)c1sc2ncn(C(CC)C(=O)OC)c(=O)c2c1C (centres undefined) returned D2 potentiator 18, D1 potentiator -8, D2 antag -2, D1 ag 12, TRHR ag -0.8, RXFP1 antagonist 1, D1 antag -7, D2 ag 1.3 and TRHR PAM -2.
Screening N#C/C(=C\c1ccc(Sc2ccc(Cl)cc2)o1)c1nc2ccccc2[nH]1 returned D2 potentiator 5, D1 potentiator -9, D2 antag -5, D1 ag 15, TRHR ag 4.6, RXFP1 antagonist -34, D1 antag -18, D2 ag 3.8 and TRHR PAM 20.
Cc1ccc(-n2c(C)cc(/C=N/NC(=O)c3ccncc3)c2C)cc1 was read as D2 potentiator 8, D1 potentiator -21, D2 antag 4, D1 ag 5, TRHR ag -1.1, RXFP1 antagonist 5, D1 antag 5, D2 ag -3.7 and TRHR PAM -2.
COc1ccc(S(=O)(=O)NC(N)=NCCc2ccccc2OC)cc1 was read as D2 potentiator -23, D1 potentiator -6, D2 antag 13, D1 ag 2, TRHR ag 0.2, RXFP1 antagonist -17, D1 antag -53*, D2 ag -0.6 and TRHR PAM -6.
Cc1ccc(NC(=O)C2C3CCC(O3)C2C(=O)O)cc1C (centres undefined) was read as D2 potentiator 6, D1 potentiator -6, D2 antag 2, D1 ag 1, TRHR ag 1.4, RXFP1 antagonist 1, D1 antag 2, D2 ag -0.3 and TRHR PAM 4.
`COc1ccc(OC)c(C2CC(=O)C3=C(C2)NC(=O)CC3c2ccc(O)c(OC)c2)c1` (centres undefined) gave D2 potentiator 3, D1 potentiator -6, D2 antag 1, D1 ag 4, TRHR ag -0.1, RXFP1 antagonist -1, D1 antag -1, D2 ag -0.8 and TRHR PAM 2.
Screening COCc1cc(C)nc2sc3c(=O)oc(C)nc3c12 returned D2 potentiator 23, D1 potentiator 2, D2 antag 8, D1 ag 1, TRHR ag 0.3, RXFP1 antagonist 2, D1 antag 0, D2 ag -0.3 and TRHR PAM -6.
`CCOc1ccc(NC(=O)CN(C)C(=O)c2nc3nc(C)cc(C)n3n2)cc1OCC` gave D2 potentiator 10, D1 potentiator -4, D2 antag -7, D1 ag 0, TRHR ag 1.8, RXFP1 antagonist 5, D1 antag -1, D2 ag 0.3 and TRHR PAM 0.
CCCC(=O)Nc1ccc2c(c1)nc(CN1CCN(C(=O)OCC)CC1)n2C was read as D2 potentiator 3, D1 potentiator 1, D2 antag -25, D1 ag 2, TRHR ag -1.5, RXFP1 antagonist -1, D1 antag 2, D2 ag 0.3 and TRHR PAM -2.
For Cc1cc(C)c2oc(C(=O)Nc3ccc(S(=O)(=O)N4CCCCCC4)cc3)cc(=O)c2c1 the results were D2 potentiator -9, D1 potentiator 1, D1 ag 0, TRHR ag 0.3, RXFP1 antagonist -1, D1 antag 4, D2 ag 0.3 and TRHR PAM 49*.
`Cc1cc(Nc2ccccc2C)nc(-n2nc(C)cc2C)n1` gave D2 potentiator -10, D1 potentiator 1, D1 ag 2, TRHR ag -0.3, RXFP1 antagonist -9, D1 antag 9, D2 ag -0.5 and TRHR PAM 1.
For CCN1CCN(C(=S)c2ccc([N+](=O)[O-])cc2)CC1 the results were D2 potentiator -7, D1 potentiator 2, D2 antag 3, D1 ag 5, TRHR ag -0.8, RXFP1 antagonist -2, D1 antag -10, D2 ag -0.8 and TRHR PAM -8.
Screening COc1cccc(/C=N/n2c(C3CCCCC3)n[nH]c2=S)c1OC returned D2 potentiator 10, D1 potentiator 2, D2 antag 7, D1 ag 0, TRHR ag -0.7, RXFP1 antagonist -19, D1 antag -1, D2 ag 0.4 and TRHR PAM 5.
For Cc1ccc(C)c(Cn2cc(S(=O)(=O)c3ccc(Cl)cc3)c(=O)c3cc(F)ccc32)c1 the results were D2 potentiator 0, D1 potentiator -3, D1 ag 4, TRHR ag 0.0, RXFP1 antagonist -8, D1 antag 16, D2 ag 0.7 and TRHR PAM 25.
For COc1cccc(CNc2nc3ccccc3n2C(C)C)c1O the results were D1 potentiator 12, D1 ag 3, TRHR ag 0.8, RXFP1 antagonist 10, D1 antag 5 and TRHR PAM 3.
Screening O=C(CN1CCOCC1)NNc1c2ccccc2nc2ccccc12 returned D2 potentiator 7, D1 potentiator 2, D2 antag -1, D1 ag 2, TRHR ag -0.7, RXFP1 antagonist -62*, D1 antag -13, D2 ag -1.4 and TRHR PAM 11.
`CCCOP(=O)(c1ccc(N(C)C)cc1)C(Nc1ccccc1)c1ccc(C)cc1` (centres undefined) gave D2 potentiator 5, D1 potentiator 10, D2 antag 21, D1 ag 1, TRHR ag 0.1, RXFP1 antagonist -17, D1 antag 4, D2 ag 0.2 and TRHR PAM -5.

Brought forward from above: 4 entries, then new ones.
For Cc1ccc(C)c(Cn2cc(S(=O)(=O)c3ccc(Cl)cc3)c(=O)c3cc(F)ccc32)c1 the results were D2 potentiator 0, D1 potentiator -3, D1 ag 4, TRHR ag 0.0, RXFP1 antagonist -8, D1 antag 16, D2 ag 0.7 and TRHR PAM 25.
For COc1cccc(CNc2nc3ccccc3n2C(C)C)c1O the results were D1 potentiator 12, D1 ag 3, TRHR ag 0.8, RXFP1 antagonist 10, D1 antag 5 and TRHR PAM 3.
Screening O=C(CN1CCOCC1)NNc1c2ccccc2nc2ccccc12 returned D2 potentiator 7, D1 potentiator 2, D2 antag -1, D1 ag 2, TRHR ag -0.7, RXFP1 antagonist -62*, D1 antag -13, D2 ag -1.4 and TRHR PAM 11.
`CCCOP(=O)(c1ccc(N(C)C)cc1)C(Nc1ccccc1)c1ccc(C)cc1` (centres undefined) gave D2 potentiator 5, D1 potentiator 10, D2 antag 21, D1 ag 1, TRHR ag 0.1, RXFP1 antagonist -17, D1 antag 4, D2 ag 0.2 and TRHR PAM -5.
`COC(=O)c1sc(NC(=O)C(C)C)c(C(=O)OC)c1C` gave D2 potentiator 3, D1 potentiator -1, D2 antag 3, D1 ag 6, TRHR ag 0.0, RXFP1 antagonist -5, D1 antag 10, D2 ag -2.5 and TRHR PAM 4.
Screening Cc1ccccc1NC(=O)Cn1nc(-c2ccc(Cl)s2)ccc1=O returned D2 potentiator 0, D1 potentiator -2, D2 antag 4, D1 ag 1, TRHR ag -0.1, RXFP1 antagonist -15, D1 antag -9, D2 ag 0.2 and TRHR PAM -1.
For C=CCNc1nc(N)c([N+](=O)[O-])c(NCCO)n1 the results were D2 potentiator 6, D1 potentiator -12, D2 antag 3, D1 ag 1, TRHR ag 0.1, RXFP1 antagonist -13, D1 antag -3, D2 ag 1.1 and TRHR PAM -3.
For Cc1ccc(NC(=O)/C(=C/c2cccc([N+](=O)[O-])c2)NC(=O)C2CCCCC2)cc1 the results were D2 potentiator 3, D1 potentiator -6, D2 antag -3, D1 ag 2, TRHR ag 0.0, RXFP1 antagonist -1, D1 antag -2, D2 ag 0.1 and TRHR PAM 3.
For O=C(NN(CC(O)COc1ccccc1)CC(O)COc1ccccc1)c1ccccc1 (centres undefined) the results were D2 potentiator 3, D1 potentiator 4, D2 antag -12, D1 ag 1, TRHR ag 0.2, RXFP1 antagonist -9, D1 antag -2, D2 ag 0.1 and TRHR PAM 0.
S=C(c1ccc(N2CCCC2)cc1)N1CCCCC1 was read as D2 potentiator 2, D1 potentiator -5, D2 antag -5, D1 ag -1, TRHR ag -0.7, RXFP1 antagonist 2, D1 antag -21, D2 ag 0.0 and TRHR PAM 0.
For COc1ccc(S(=O)(=O)N2CCOC2CNC(=O)C(=O)NCCc2ccccc2)cc1C (centres undefined) the results were D2 potentiator 3, D1 potentiator -12, D2 antag 24, D1 ag 2, TRHR ag -1.3, RXFP1 antagonist -7, D1 antag -2, D2 ag 0.2 and TRHR PAM -7.

Compound activity (PubChem BioAssay)

This is a random part of the collection. Share with any hit: about 7.1%.
